Screening data from PubChem BioAssay.
KCNK9 block: human KCNK9 channel inhibition; Q9NPC2; HEK293 KCNK9, FluxOR thallium flux fluorescence; stronger effect = lower value; B-score at 10 µM; hit rate 1.2% among 310,000; AID 488922;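 active means ratio B-score over 3 SD below the library mean, with starting fluorescence within 5 SD of its mean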;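 further: negative B-score means less thallium flux so channel inhibition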
GSK3 alpha inh: human GSK-3 alpha kinase inhibition; P49840; ADP-Glo luminescence, 60 min; inhibition, % at 10 µM; hit rate 0.1% among 320,000; AID 2650;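 in the data active means inhibition above about 50%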;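 further: GST-tagged GSK-3 alpha with peptide substrate and 25 µM ATP; 0% = DMSO neutral wells and 100% = GW8510 positive control wells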
PolyA inh: yeast polyadenylation inhibition; calls only at 12 µM; S. cerevisiae SKY197-pL101 polyadenylation reporter, beta-gal luminescence; efflux-impaired pdr1/pdr3 knockout yeast; score 100 = 6 SD above DMSO; hit rate 0.02% among 300,000;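 active means lowest replicate activity score at least 50, where 100 means six control SD above control mean; inconclusive means lowest score under 50 but half or more replicates reach 50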;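 further: yeast exposed to compound for 9 h at 30 °C; higher score means more reporter readthrough which indicates perturbed polyadenylation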
RGS4 act: potentiators or activators of RGS4 | B-score at 10 µM | HEK293 M3R/inducible RGS4, carbachol calcium flux Fluo4; stronger effect = lower value | hit rate 0.92% among 310,000;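 active means B-score of the integrated calcium signal more than 4 SD below the library mean, with starting fluorescence not abnormally high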;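 further: negative B-score means reduced calcium response which marks RGS4 activation or potentiation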
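Material: M3R-expressing HEK293 line, RGS4 induced by doxycycline | Schedule: Overnight RGS4 induction, 30 min dye load 37 °C, 20 min compound RT | Measured by: Fluo4 fluorescence kinetic imaging of calcium | Read-out: Integrated calcium ratio converted to B score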
hERG rescue: compounds protecting human hERG from proarrhythmic drug block; Q12809; CHO-hERG, FluxOR thallium flux, dofetilide IC70 present; activation (rescue from dofetilide block), less the hit threshold, % at 10 µM; hit rate 0.51% among 310,000; AID 1511;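 active means activation above the mean of controls blocked by dofetilide plus 5 SD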;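 further: thallium influx through hERG after potassium depolarization seen as dye fluorescence rise; in these data hits start at about 4.7%; inactives centre near -7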
GSK3B inh: inhibitors of human GSK3beta kinase. P49841. GST-GSK3beta kinase, ADP-Glo luminescence, 60 min; stronger effect = lower value. activity score (negative = inhibition), % at 10 µM. hit rate 0.038% among 300,000;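 active means more than half of replicate wells score below -50%, meaning over 50% inhibition versus plate controls; inconclusive means some replicates but at most half score below -50%; inactive means no replicate scores below -50%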;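 further: 0% = median DMSO wells and -100% = median GW8510 positive control wells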
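test system = GST-tagged human GSK3beta kinase, cell-free | reagent = 25 µM ATP with peptide substrate | dosing = one dose of 10 µM per compound | schedule = 60 min reaction, RT | detection = luminescent ADP-Glo measurement of ADP formed | control set = DMSO neutral wells and GW8510 at 20 µM as positive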
KCNQ1 pot: potentiates or activates the human KCNQ1 potassium channel. hit rate 0.35% among 310,000. B-score at 10 µM. P51787. CHO-K1 KCNQ1, thallium flux FluxOR fluorescence; stronger effect = higher value. AID 2648;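 active means fluorescence ratio B-score, a plate-corrected score, at least three library SD, with initial intensity B-score within 5 SD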
Target sequence (P51787 whole entry, looked up): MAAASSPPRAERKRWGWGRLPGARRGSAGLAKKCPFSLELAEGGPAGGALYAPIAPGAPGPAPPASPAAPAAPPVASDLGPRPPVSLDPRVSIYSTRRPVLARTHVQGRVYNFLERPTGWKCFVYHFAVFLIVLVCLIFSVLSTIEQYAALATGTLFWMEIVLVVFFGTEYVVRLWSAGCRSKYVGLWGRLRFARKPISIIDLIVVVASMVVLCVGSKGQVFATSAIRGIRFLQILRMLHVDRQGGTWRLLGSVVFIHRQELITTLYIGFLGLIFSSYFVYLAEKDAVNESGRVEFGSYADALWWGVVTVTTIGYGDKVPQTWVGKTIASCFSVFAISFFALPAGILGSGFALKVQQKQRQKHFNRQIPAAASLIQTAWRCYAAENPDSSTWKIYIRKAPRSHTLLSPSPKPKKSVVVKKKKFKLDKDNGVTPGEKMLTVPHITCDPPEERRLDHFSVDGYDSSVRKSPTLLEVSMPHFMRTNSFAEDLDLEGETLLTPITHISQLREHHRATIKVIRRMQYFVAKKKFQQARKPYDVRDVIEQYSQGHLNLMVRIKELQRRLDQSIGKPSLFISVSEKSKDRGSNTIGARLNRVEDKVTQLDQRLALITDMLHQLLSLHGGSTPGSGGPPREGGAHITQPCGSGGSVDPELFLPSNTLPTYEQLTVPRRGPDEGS
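Material: CHO-K1 cells stably expressing KCNQ1. Medium: assay buffer for compound exposure, DMSO matched across wells. Reagent: K+/Tl+ depolarizing stimulus. Compound dosing: single-concentration screen. Times: 37 °C overnight plating, 90-min dark dye load, 20-min compound pretreatment. Technique: FluxOR Tl+ flux fluorescence.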
KCNQ1 inh: human KCNQ1 channel inhibition; CHO-K1 KCNQ1, FluxOR thallium flux fluorescence; stronger effect = higher value; B-score at 10 µM; hit rate 1.3% among 310,000;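 active means compounds whose thallium flux B-score, printed positive for inhibition, exceeds three library SD while starting fluorescence stays within three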;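 further: channel opened by potassium depolarization with thallium stimulus after 20 min compound exposure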
DYRK1A inh: blocks rat Dyrk1A kinase activity. ADP-Glo luminescence, NFATc1 peptide. inhibition, % at 12.5 µM. hit rate 0.43% among 310,000; in the data active means inhibition above about 50%;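 further: plate controls were vehicle with enzyme for no effect and no enzyme for full effect; many of its hits are not listed in these tables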
KCNK3 block: human KCNK3 channel inhibition, primary screen; O14649; CHO-KCNK3 thallium flux, FluxOR fluorescence; stronger effect = lower value; B-score at 10 µM; hit rate 0.84% among 340,000; AID 602410;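 active means B-score under library mean minus 4 SD, starting fluorescence ratio at most library mean plus 5 SD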;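 further: more negative B-score means stronger inhibition of thallium flux through KCNK3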
Target sequence (O14649 whole entry, looked up): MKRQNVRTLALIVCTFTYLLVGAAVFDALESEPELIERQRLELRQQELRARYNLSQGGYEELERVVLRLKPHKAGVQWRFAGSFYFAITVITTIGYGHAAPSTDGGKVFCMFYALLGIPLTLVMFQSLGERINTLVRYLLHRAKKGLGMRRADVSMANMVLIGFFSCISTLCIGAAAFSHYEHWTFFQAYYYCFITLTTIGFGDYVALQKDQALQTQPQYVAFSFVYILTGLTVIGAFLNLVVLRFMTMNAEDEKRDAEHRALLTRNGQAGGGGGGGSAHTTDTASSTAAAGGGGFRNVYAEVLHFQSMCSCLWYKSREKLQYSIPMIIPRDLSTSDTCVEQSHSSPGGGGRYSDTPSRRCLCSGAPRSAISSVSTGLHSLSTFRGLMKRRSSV
HDAC3 inh: blocks human histone deacetylase 3; hit rate 0.15% among 320,000; O15379; recombinant HDAC3, fluorogenic peptide/trypsin coupled, fluorescence; AID 2718; inhibition, % at 8.3 µM; in the data active means inhibition above about 26%, passing the limit was not always enough; inconclusive means no clear call, values can overlap the other calls
* marks the source's active call; other numbers are inactive results; i = inactive; ? = inconclusive; . = not tested or not shown. Not all compounds are listed; the hit share may differ from the screen's.

No. | molecule | KCNK9 block | GSK3 alpha inh | PolyA inh | RGS4 act | hERG rescue | GSK3B inh
1 | CC(=O)OC1CCC2(C)C(COc3ccc4ccc(=O)oc4c3)C(C)(O)CCC2C1(C)C (centres undefined) | i | . | i | i | -9 | 0
2 | CC(C)c1ccc(NC(=S)Nc2ccc3cn[nH]c3c2)cc1 | i | 21 | i | i | -20 | -5
3 | COc1ccc(NC(=O)C2CCN(S(=O)(=O)c3ccccc3)CC2)cc1 | i | -4 | i | i | -6 | 0
4 | CCOc1ccc(/C(O)=C2/C(=O)C(=O)N(CCCN3CCOCC3)C2c2ccc(F)cc2)cc1C (centres undefined) | i | -3 | i | i | -10 | 2
5 | N#C/C(=C(/O)COc1ccccc1)c1nnc2n1CCCCC2 | i | 1 | i | i | -10 | 4
6 | CCOC(=O)CCCNC(=O)CSc1nnc(-c2ccccc2)c(-c2ccccc2)n1 | i | -2 | i | i | -11 | 1
7 | O=C(CCN1C(=O)COc2ccccc21)NCc1cccnc1 | i | -4 | i | i | -3 | 1
8 | Cc1cc(C)cc(NC(=O)CN2CCC(NC(=O)c3ccccc3F)CC2)c1 | i | -1 | i | i | -6 | .
9 | CN(C)C(CNC(=O)c1ccccc1C(F)(F)F)c1ccco1 (centres undefined) | i | -2 | i | i | -3 | 1
10 | C=CCOC(=O)/C(=C/c1cccc2ccccc12)NC(=O)c1ccccc1 | i | -3 | i | i | -8 | 2
11 | Nc1ccc(C(=O)N2CCN(S(=O)(=O)c3ccc4c(c3)OCCO4)CC2)cc1[N+](=O)[O-] | i | -2 | i | i | -6 | 1
12 | CCCc1ccc(OCC(O)CN2CCN(C(=O)OCC)CC2)cc1 (centres undefined) | i | -3 | i | i | -1 | 4
13 | CC(=O)N/C(=C\c1ccc(F)cc1)C(=O)OC(C)C | i | -1 | i | i | -7 | -3
14 | O=C(/C=C1\NC2(CCCC2)Cc2ccccc21)C(=O)N/N=C/c1ccccc1O | i | 7 | i | i | -12 | -3
15 | Cc1ccc(S(=O)(=O)N(CC2CO2)c2cccc([N+](=O)[O-])c2)cc1 (centres undefined) | i | 0 | i | i | -7 | 0

No. | KCNQ1 pot | KCNQ1 inh | DYRK1A inh | KCNK3 block | HDAC3 inh
1 | i | i | 1 | i | -50
2 | i | i | . | i | 0
3 | i | i | -4 | i | 3
4 | i | i | -2 | i | 13
5 | i | i | 4 | i | 2
6 | i | i | -3 | i | 0
7 | i | i | -6 | i | -2
8 | i | i | 5 | i | -5
9 | i | i | 2 | i | -3
10 | i | i | 5 | i | 5
11 | i | i | 1 | i | 4
12 | i | i | . | i | 2
13 | i | i | . | i | 6
14 | i | i | 9 | i | -5
15 | i | i | 9 | i | -3

(next part)
No. | molecule | KCNK9 block | GSK3 alpha inh | PolyA inh | RGS4 act | hERG rescue | GSK3B inh
16 | O=C1NCC(=O)N2C(c3ccccc3)c3[nH]c4ccccc4c3C[C@@H]12 (some centres undefined) | i | 4 | i | i | 0 | 0
17 | COc1ccc(C/C(C)=N/NC(=S)Nc2ccc(C)c(C)c2)cc1 | i | 4 | i | i | -3 | 2
18 | CSc1ccc(CCNC(=O)CSc2ccsc2[N+](=O)[O-])cc1 | i | -1 | i | i | -13 | 1
19 | CC(C)C(=O)Nc1cc(-c2nc3ncccc3o2)ccc1Cl | i | 0 | i | i | -4 | 0
20 | CCOC(=O)CN1N=C(/C=C/c2ccc(C(C)C)cc2)CCC1=O | i | -1 | i | i | -10 | -3
21 | Fc1ccc(COc2cccc(-c3n[nH]c(=S)o3)c2)cc1 | i | 14 | i | i | -3 | -4
22 | CCN(Cc1ccncc1)Cc1nc(CC2CC2)no1 | i | 2 | i | i | -9 | 1
23 | Cc1cnc(SCc2cnc(C)nc2N)nc1 | i | 3 | i | i | -8 | -2
24 | CCOc1ccc(Nc2ccnc3cc(Cl)ccc23)cc1 | i | -3 | i | i | -17 | 6
25 | Cn1ncc2c(Nc3ccc(Br)cc3)nc(Nc3ccc(Br)cc3)nc21 | i | -1 | i | i | -1 | 1
26 | CCOc1ccc(OCC)c(S(=O)(=O)NCCCN2CCOCC2)c1 | i | 0 | i | i | -9 | 3
27 | COc1ccc(C(=O)Nn2c(SCC(=O)NCc3ccccc3)nc3ccccc3c2=O)cc1 | i | -1 | i | i | -15 | 1
28 | O=C(Nc1ccc(Cl)cc1)Nc1ccc(-c2cnco2)cc1 | i | -1 | i | i | -12 | 1
29 | CCN(CC)CCNC(=O)c1cc2c(=O)n(C)c3ccccc3c2s1 | i | 1 | i | i | -2 | -4
30 | COc1ccsc1C(=O)N1CCN(Cc2ccc3c(c2)OCO3)CC1 | i | 0 | i | i | 0 | 3

No. | KCNQ1 pot | KCNQ1 inh | DYRK1A inh | KCNK3 block | HDAC3 inh
16 | i | i | -2 | i | 2
17 | i | i | 0 | i | 1
18 | i | i | 1 | i | 1
19 | i | i | 3 | i | 4
20 | i | i | -3 | i | 12
21 | i | i | 0 | i | -34
22 | i | i | 2 | i | -1
23 | i | i | 7 | i | 4
24 | i | i | 14 | i | 7
25 | i | i | 1 | i | -5
26 | i | i | -1 | i | 2
27 | i | i | 3 | i | 2
28 | i | i | 4 | i | -1
29 | i | i | 20 | i | -38
30 | i | i | -2 | i | 6

(listing goes on)
No. | molecule | KCNK9 block | GSK3 alpha inh | PolyA inh | RGS4 act | hERG rescue | GSK3B inh
31 | CCOc1ncccc1C(=O)NNC(=O)c1cccc(S(=O)(=O)Nc2ccccc2OC)c1 | i | -6 | i | i | -12 | 4
32 | Cc1cc2c(ncn2Cc2ccccc2)c(NS(C)(=O)=O)c1C | i | -1 | i | i | -9 | 1
33 | S=C(NCc1ccccc1)Nc1ccncc1 | i | 0 | i | i | -16 | 1
34 | CCOCCCNC(=O)c1cc(Sc2ccc(C)cc2)nc2ccccc12 | i | -1 | i | i | -12 | 7
35 | CCN(CC)C(=O)C(=O)Nc1ccc(Oc2ccccc2)cc1 | i | 1 | i | i | -9 | -2
36 | COC(=O)c1nc2nc(-c3cccs3)cc(C(F)(F)F)n2n1 | i | -2 | i | i | -6 | -21
37 | COc1ccc(CNC(=O)c2cc(S(=O)(=O)N3CCOCC3)cn2C)cc1 | i | 0 | i | i | -6 | 2
38 | CC(C)(C)C1CCC(OC(=O)CN2CCOCC2)CC1 (centres undefined) | i | 0 | i | i | -3 | -4
39 | c1ccc(-c2csc(N3CCN(c4ccccn4)CC3)n2)cc1 | -6.7* | -1 | i | i | -1 | 1
40 | O=C(CCC1CCCN(C(=O)c2ccc3c(c2)OCO3)C1)N1CCN(c2ccccn2)CC1 (centres undefined) | i | 0 | i | i | 3 | 3
41 | CCCc1nc(S(=O)(=O)Cc2ccc(Cl)cc2Cl)n[nH]1 | i | -4 | i | i | 0 | 0
42 | COc1cc(-c2nn3c(C4CCCCC4)nnc3s2)cc(OC)c1OC | i | 0 | i | i | -13 | 3
43 | CC1CCN(CC(O)COc2ccc(-c3ccccc3)cc2)CC1 (centres undefined) | i | -3 | i | i | -15 | -3
44 | CC(C)CCn1nnnc1C(c1ccc(N(C)C)cc1)N1CCN(C(=O)c2ccco2)CC1 (centres undefined) | i | -3 | i | i | -7 | 0
45 | Cc1nn(C(=O)CCC(=O)NCc2ccc(OC(C)C)cc2)c2ccccc12 | i | . | i | i | -5 | -4

No. | KCNQ1 pot | KCNQ1 inh | DYRK1A inh | KCNK3 block | HDAC3 inh
31 | i | i | 10 | i | 1
32 | i | i | -2 | i | 3
33 | i | i | 9 | i | 3
34 | i | i | -5 | i | -1
35 | i | i | -3 | i | 5
36 | i | i | 1 | i | -22
37 | i | i | 2 | i | -2
38 | i | i | -3 | i | -4
39 | i | i | -11 | i | 3
40 | i | i | 0 | i | -2
41 | i | i | -3 | i | 3
42 | i | i | -22 | i | 1
43 | i | i | 2 | i | 5
44 | i | i | 10 | i | 7
45 | i | i | 2 | i | .

Later entries
No. | molecule | KCNK9 block | GSK3 alpha inh | PolyA inh | RGS4 act | hERG rescue | GSK3B inh
46 | COc1ccc(Cl)cc1NC(=O)CSc1nnc(COc2ccccc2)n1N | i | -3 | i | i | -1 | 3
47 | Cc1ccc(N2C(=O)C3CC(c4ccccc4)=C4C5C=CC(C6C(=O)N(c7ccc(C)cc7C)C(=O)C56)C4C3C2=O)c(C)c1 (centres undefined) | i | -2 | i | i | -5 | -2
48 | NC(=O)CSc1nc2sc3c(c2c2ncnn12)CCCC3 | i | 3 | i | i | -7 | 1
49 | Cc1ccc2[nH]c(=O)c(CN(Cc3nnnn3C3CCCC3)C3CCCCC3)cc2c1 | i | -3 | i | i | -8 | -4
50 | CCn1c(CNC(=O)c2cccc(C)c2)nnc1SCC(=O)NC1=NCCS1 | i | -1 | i | i | -3 | -1
51 | O=[N+]([O-])c1ccc(N2CCNCC2)cc1NCc1cccnc1 | i | -3 | i | i | -3 | 0
52 | Cc1ccc(CCNC(=O)CS(=O)Cc2nc(-c3cccc(C)c3)oc2C)cc1 (centres undefined) | i | -2 | i | i | -11 | -1

No. | KCNQ1 pot | KCNQ1 inh | DYRK1A inh | KCNK3 block | HDAC3 inh
46 | i | i | -3 | i | ?
47 | i | i | 1 | i | -1
48 | i | i | 21 | i | -3
49 | i | i | 2 | i | 6
50 | i | i | -1 | i | -7
51 | i | i | -4 | i | 1
52 | i | i | 2 | i | -2

Among those listed so far, these contain a Cl atom.
No. | molecule | KCNK9 block | GSK3 alpha inh | PolyA inh | RGS4 act | hERG rescue | GSK3B inh
19 | CC(C)C(=O)Nc1cc(-c2nc3ncccc3o2)ccc1Cl | i | 0 | i | i | -4 | 0
24 | CCOc1ccc(Nc2ccnc3cc(Cl)ccc23)cc1 | i | -3 | i | i | -17 | 6
28 | O=C(Nc1ccc(Cl)cc1)Nc1ccc(-c2cnco2)cc1 | i | -1 | i | i | -12 | 1
41 | CCCc1nc(S(=O)(=O)Cc2ccc(Cl)cc2Cl)n[nH]1 | i | -4 | i | i | 0 | 0
46 | COc1ccc(Cl)cc1NC(=O)CSc1nnc(COc2ccccc2)n1N | i | -3 | i | i | -1 | 3

No. | KCNQ1 pot | KCNQ1 inh | DYRK1A inh | KCNK3 block | HDAC3 inh
19 | i | i | 3 | i | 4
24 | i | i | 14 | i | 7
28 | i | i | 4 | i | -1
41 | i | i | -3 | i | 3
46 | i | i | -3 | i | ?
